ABCB6 inh MLPCN: human ABCB6 transporter inhibition | Q9NP58 | K562-ABCB6 porphyrin accumulation, flow cytometry, 1 h; stronger effect = lower value | fluorescence ratio to DMSO, % at 10 µM | 0.19% of 360,000 active;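 active = fluorescence ratio to DMSO below 75%, the collection mean minus 3 SD; inconclusive = too few cells collected in the well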;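 note: signal is porphyrin accumulated inside mitochondria; 100% equals median channel fluorescence of DMSO control wells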
aDG glyco act: increases alpha dystroglycan glycosylation. 0.22% of 360,000 active. Pro5-aDG cells, alpha-DG glycosylation AlphaScreen (IIH6); 0% Pro5, 100% B10-LARGE cell signal. activation, % at 10 µM;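 active = activation of at least 8% versus controls, or a plate z-score of at least 8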;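 note: Pro5 are CHO cells carrying HIG-tagged alpha-DG that lacks glycosylation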
ABHD5-PLIN5 inh: blocks binding of human ABHD5 to perilipin-5; Q00G26+Q8WTS1; Split G. princeps luciferase complementation, luminescence, 4 h; inhibition, % at 4 µM; 0.78% of 360,000 active;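 active = inhibition above the mean inhibition across every tested compound plus 3 SD, cut at about 22% in these data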;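 note: 0% = DMSO only wells and the 100% control is not disclosed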
MC4R antag cAMP: antagonists of human melanocortin 4 receptor (MC4R); inhibition, % at 6.5 µM; P32245; MC4R-expressing cells, MTII-stimulated cAMP, LANCE TR-FRET; AID 540295; 0.48% of 360,000 active;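 active = inhibition above its plate's cutoff, the mean of tested wells on that plate plus 3 SD, cut at about 29% in these data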;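 note: 0% = Melanotan II alone and 100% = Melanotan II plus saturating MCL0020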
Target sequence (P32245 whole entry, looked up): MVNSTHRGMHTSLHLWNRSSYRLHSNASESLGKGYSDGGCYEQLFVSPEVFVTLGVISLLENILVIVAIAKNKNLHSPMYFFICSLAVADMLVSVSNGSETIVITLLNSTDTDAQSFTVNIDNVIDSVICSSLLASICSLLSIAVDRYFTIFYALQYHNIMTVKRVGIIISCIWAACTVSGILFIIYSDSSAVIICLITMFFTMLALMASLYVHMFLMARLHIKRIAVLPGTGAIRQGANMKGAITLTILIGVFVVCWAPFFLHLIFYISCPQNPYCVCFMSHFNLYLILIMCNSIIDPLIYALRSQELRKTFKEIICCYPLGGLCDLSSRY
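System: U2OS-MC4R stable cell line; Technique: Eu-cAMP/anti-cAMP TR-FRET, emission 671 nm; Repeats: single well per compound; Also added: Melanotan II; Dosing: one concentration, 6.5 µM nominal; Schedule: 30-min compound, 1-h challenge, 1-h detection, room temperature.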
NOD2-RIPK2 inh: inhibitors of human NOD2-RIPK2 interaction; O43353; CHO BLA complementation NOD2-RIPK2, CCF4 ratio; inhibition, % at 4.98 µM; 0.38% of 360,000 active; AID 624267; in the data active = inhibition above about 21%;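 note: 0% = vehicle only and 100% = reference blocker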
Target sequence (O43353 whole entry, looked up): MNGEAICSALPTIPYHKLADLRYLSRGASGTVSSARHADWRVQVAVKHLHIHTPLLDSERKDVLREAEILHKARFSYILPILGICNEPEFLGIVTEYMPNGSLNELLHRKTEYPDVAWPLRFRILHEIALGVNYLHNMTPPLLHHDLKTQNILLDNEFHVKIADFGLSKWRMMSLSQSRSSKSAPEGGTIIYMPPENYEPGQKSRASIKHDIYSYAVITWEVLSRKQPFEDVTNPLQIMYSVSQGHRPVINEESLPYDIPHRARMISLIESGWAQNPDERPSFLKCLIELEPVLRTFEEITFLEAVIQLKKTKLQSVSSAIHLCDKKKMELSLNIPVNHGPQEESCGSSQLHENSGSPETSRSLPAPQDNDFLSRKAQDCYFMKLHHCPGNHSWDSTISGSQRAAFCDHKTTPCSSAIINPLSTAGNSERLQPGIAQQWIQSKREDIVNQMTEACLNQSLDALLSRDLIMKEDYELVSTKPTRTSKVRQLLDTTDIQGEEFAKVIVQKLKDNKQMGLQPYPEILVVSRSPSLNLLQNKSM
TLR9-MyD88 inh: blocks human TLR9 binding to MyD88; Q9NR96+Q99836; CHO BLA complementation TLR9-MyD88, CCF4 FRET ratio; inhibition, % at 4.98 µM; AID 504734; 0.21% of 340,000 active;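 active = inhibition above the mean over all tested compounds plus 3 SD, cut at about 21% in these data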;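 note: 0% = DMSO only wells and 100% = clavulanate BLA inhibitor control wells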
Granule exo inh: blocks lytic granule exocytosis; TALL-104 LAMP-1 surface exposure, flow cytometry; cells stimulated with thapsigargin and PMA; inhibition, % at 10 µM; 0.66% of 360,000 active;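 active = inhibition above about 55%, limit read from the data; inconclusive = no clear call, values can overlap the other calls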
Vif imaging: blocks HIV Vif function | 0.35% of 340,000 active | inhibition, % at 7.49 µM | AID 602346 | HEK293T cells, Vif self-association by quenched fluorescence, imaging, 24 h; in the data active = inhibition above about 50%, passing the limit was not always enough; inconclusive = no clear call, values can overlap the other calls; inactive = below about 31%; note: some results filed as inactive read as strong as hits
MC4R ag barr: agonists of human melanocortin 4 receptor (MC4R) beta-arrestin | P32245 | AID 540308 | U2OS MC4R beta-arrestin complementation, luminescence; percent of melanotan II response, DMSO zero | 0.98% of 360,000 active | activation, % at 8.9 µM;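 active = activation above a per-plate cutoff, the mean activation of sample wells on that plate plus 3 SD, cut at about 8% in these data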
N-glyco inh: N-linked glycosylation inhibition | D54 ERlucT glycosylation luciferase reporter, 24 h; percent of 100 nM tunicamycin response | reporter increase, % at 12.5 µM | 0.23% of 360,000 active;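 active = mean luciferase reporter signal, scaled so untreated is 0 and the glycosylation-blocking control 100, at or above a set limit in every replicate; inconclusive = mean reaches the limit but not every replicate does; inactive = mean below the limit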;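 note: luciferase carries N-glycosylation sites so blocking glycosylation raises the light; 0% = median of neutral control wells and 100% = median of 100 nM tunicamycin wells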
* hit, by the source's call; ? = inconclusive; · = no result given. These rows are one share of the data. The share of hits here may be higher or lower than overall.

Values run as follows: ABCB6 inh MLPCN, aDG glyco act, ABHD5-PLIN5 inh, MC4R antag cAMP, NOD2-RIPK2 inh, TLR9-MyD88 inh, Granule exo inh, Vif imaging, MC4R ag barr, N-glyco inh
O=C(CN1C(=O)NC(Cc2c[nH]c3ccccc23)C1=O)Nc1ccccc1Br (configuration not stated)
  97, -0.1, 3, 4, 1, -21, 9, -10, -1.9, 4
CCCCn1c(SCC(=O)NC2CC2)nc2cc(C(=O)OC)ccc2c1=O
  94, 0.0, 5, 7, -10, -1, -6, 6, -0.5, 4
O=C(/C=C/c1ccccc1Cl)Nc1ccccc1
  97, 0.3, 5, 8, -2, ·, -4, -9, 1.5, -16
Cc1occc1C(=O)Nc1cccc(C(F)(F)F)c1
  94, -0.1, 4, 2, 6, 13, 0, ·, 3.2, ·
O=C(c1cnc2c(c1)COc1ccc(Cl)cc1-2)c1ccccc1O
  93, -0.4, 10, 2, 1, -9, -3, 9, 5.8, -2
CC(C)(C)c1nc(-c2ccccc2)nc2c1OCCC2
  96, -0.2, 7, 4, -3, -1, -3, 3, 2.3, 1
Cn1c(=O)cc(SCC(=O)Nc2ccc3c(c2)OCO3)c2ccccc21
  91, 0.0, 2, 3, -10, 10, 2, 10, 0.1, 2
COc1ccccc1C(=O)N1CCc2ccccc21
  104, -0.1, 1, 10, -37, 7, 33, 8, -1.0, 2
O=S(=O)(/N=C(/Nc1cccc2ccccc12)c1ccccc1)c1ccc(Br)cc1
  103, 0.5, -1, 15, -9, -5, 47, -2, 4.7, -3
O=C(c1ccccc1)c1ccc(NCCCn2ccnc2)c([N+](=O)[O-])c1
  92, 0.2, -3, 9, -2, -4, 5, -3, -1.7, -3
COc1ccc(-n2c(SCC(=O)N3CCN(c4ccccc4)CC3)nc3c(c2=O)SCC3)cc1
  97, 0.7, 7, 1, -10, 10, -4, 9, 0.9, -1
O=C(Nc1ccccc1)N(C1=NCCC1)c1ccc(OC(F)F)cc1
  89, 0.1, -1, 6, 7, -7, -3, ·, -0.8, 1
O=S1(=O)CC(N2CCN(CC3CC3)CC2)CN1C1CCCC1 (configuration not stated)
  101, -0.2, -2, ·, -4, ·, 5, ·, ·, 0
Cc1cccc(NC(=O)C2CCCN(C(=O)Nc3ccc(F)cc3)C2)c1 (configuration not stated)
  100, -0.1, -1, 2, 3, 8, 2, 21, -0.7, 3
CC(C)(C)OC(=O)NCCCCCc1nnc(SCc2ccccc2F)o1
  102, 0.3, -5, 4, 5, 10, 0, -2, -0.6, -2
COc1ccc(-c2cc(C(=O)NCC3CCCO3)c3cc(C(C)C)ccc3n2)cc1 (configuration not stated)
  95, 0.2, -3, 3, -1, -6, -2, 3, 0.9, 1
COc1ccc(C(C#N)=Cc2cccc(OC)c2OC)cc1
  97, -0.3, -3, -10, 0, -14, -2, -3, -0.6, 0
CCC(OC(=O)CN1C(=O)C(=O)c2ccccc21)C(=O)Nc1ccc(S(N)(=O)=O)cc1 (configuration not stated)
  106, -0.3, -6, 14, -14, -2, 3, -1, 0.3, -2
O=C(Cc1ccc2c(c1)OCCO2)Nc1cc(C(F)(F)F)ccc1N1CCOCC1
  98, -0.1, 3, 8, -1, 4, 2, -11, -2.3, -3
O=C(CCSc1ccc(Cl)cc1)NC12CC3CC(CC(C3)C1)C2
  96, 0.9, -18, 10, -8, -9, 1, -14, 2.6, -2
CCOC(=O)C1=C(N)N(c2ccccc2Oc2ccccc2)C(=O)C1
  106, -0.1, -6, 12, -3, 3, -2, -8, -1.7, 1
N/C(=N\N=C\c1ccco1)SC1CC(=O)N(c2ccccc2)C1=O (configuration not stated)
  100, 0.2, -2, 2, -5, -1, -4, 11, -0.3, 3
CCCN(C)C1CN(Cc2cn(Cc3cc(C)cc(C)c3)nn2)S(=O)(=O)C1 (configuration not stated)
  98, -0.1, 6, ·, -4, ·, -2, ·, ·, ·
Cc1ccnc(NC(=O)c2ccc(Cl)c([N+](=O)[O-])c2)c1
  97, 1.7, 5, 23, -3, 6, 0, 10, -2.0, -4
COc1cc(Nc2ncc3c(n2)CCN(C(=O)Nc2ccc(C(C)C)cc2)C3)cc(OC)c1OC
  81, 1.3, -8, 26, 10, ·, -1, -25, -0.5, -13
COC(=O)c1ccccc1NC(=O)C1CC(=O)N(c2ccccc2)C1 (configuration not stated)
  110, 0.1, -4, 1, -12, -1, 0, -12, 0.6, -2
CC(=O)NS(=O)(=O)c1ccc(NC(=O)c2ccc(NC(=O)c3cccs3)cc2)cc1
  97, 0.6, 4, 2, -3, 1, 19, 10, -2.1, 2
O=C(Nc1ccc(N2CCOCC2)nc1)c1ccc(F)cc1
  91, 0.0, 10, 0, -4, 0, -3, 0, -1.1, 2
O=C(O)CC1(Cc2nc(-c3cccs3)no2)CCCC1
  93, 0.5, -1, -5, -14, -3, 5, 8, 0.0, 0
CC(C)C(=O)Nc1cccc(C(=O)Nc2nccs2)c1
  113, -0.1, -2, 3, -4, -7, -3, ·, 0.5, 2
O=C(O)c1cc(N/N=C/c2ccc(N3CCOCC3)s2)ccc1Cl
  92, 0.0, -6, -12, -3, -10, -2, -5, -2.6, 4
Cc1cc(C)c2cc(C#N)c(N3CCCC3)nc2c1
  98, -0.3, 0, 10, -3, -3, 0, -1, -0.7, 5
COCCNC(=O)CSc1nc(N)c(NC(=O)c2ccco2)c(=O)[nH]1
  95, -0.3, 3, 9, 3, 7, -4, -2, -0.7, 1
O=C(CC1CC1)Nc1ccc2c(c1)[C@@H]1C[C@H](CC(=O)NC3CCCC3)O[C@@H](CO)[C@@H]1O2
  108, 0.2, -5, -6, -2, 0, -3, 0, 2.6, 1
Cc1ccc2nc3c(c(C(=O)OCC(=O)NC4CCS(=O)(=O)C4)c2c1)CCCC3 (configuration not stated)
  95, -0.1, 6, -2, -2, 2, 0, 0, 0.3, 0
CC(OC(=O)C1COc2ccccc2O1)C(=O)c1ccccc1 (configuration not stated)
  102, -0.3, 9, 16, -6, -10, 1, ·, 0.3, 1
N#Cc1cc(S(=O)(=O)N2CCOCC2)ccc1N1CCOCC1
  100, -0.2, 6, -2, 10, -4, -12, 6, -1.6, 1
CCOC(=O)C(=O)N(C)c1c(CC)nc2c(OCc3cccc(OC)c3)cccn12
  102, -0.2, 3, 5, -4, ·, -12, -9, -0.8, 1
C=CCOc1ccc(CNn2cn[nH]c2=S)cc1OC
  95, -0.1, -2, 2, -2, -5, -1, -4, -1.4, 1
CC(=O)NC(C)C12CC3CC(CC(C(=O)O)(C3)C1)C2 (configuration not stated)
  100, -0.2, -2, 11, 0, 2, 0, 8, -1.9, 1
Cc1ccc(C(C)C)cc1S(=O)(=O)Nc1ccncc1
  97, 0.0, 2, 6, 2, 2, 15, -11, -0.5, 2
O=C(CSc1nc2cc([N+](=O)[O-])ccc2n1-c1ccccc1)NCc1ccc2c(c1)OCO2
  100, 0.6, 4, 7, -9, 4, 54, 0, 2.3, 3
CN(CC(=O)Nc1ccccc1Cl)C(=O)C1CCN(C(=O)c2ccc(F)cc2)CC1
  96, -0.1, -5, 3, 0, -10, -3, 8, -0.9, -2
COc1cccc(C2=CC(=O)CC(C)(C)C2)c1
  98, -0.1, 2, 6, 1, -8, 18, -1, -1.5, -7
O=C(c1cc(S(=O)(=O)N2CCN(c3ccccc3)CC2)ccc1Cl)N1CCCC(C(F)(F)F)C1 (configuration not stated)
  99, 2.0, -8, 2, -5, 13, -2, -7, 0.0, -2
Fc1ccc(CSc2nnc(-c3cccnc3)o2)cc1
  102, -0.2, -1, 17, -2, -6, -3, 3, -1.8, 2
O=C(NNC(=O)C1CCCN(c2ncccn2)C1)c1ccc(F)cc1 (configuration not stated)
  102, -0.2, -4, 21, -8, 2, 0, 20, -1.7, 0
O=C(N/N=C/c1cn(-c2ccccc2)nc1-c1cccnc1)c1cccnc1
  95, 0.2, -7, -13, -9, -12, -15, 10, -1.9, 0
Cc1ccc(C(=O)Nc2ccc(C(=O)N3CCCCC3)cc2)o1
  105, 0.0, -6, 5, 3, -1, 2, -11, -1.5, 0
Cc1sc2ncn(CC(=O)N3CCCCC3)c(=O)c2c1C
  103, 0.2, -1, 10, 6, -3, 4, 1, -3.1, 2

(next part)
Values run as follows: ABCB6 inh MLPCN, aDG glyco act, ABHD5-PLIN5 inh, MC4R antag cAMP, NOD2-RIPK2 inh, TLR9-MyD88 inh, Granule exo inh, Vif imaging, MC4R ag barr, N-glyco inh
CCC(C)(C)n1nnnc1C(c1ccc(F)cc1)N1CCC(C(N)=O)CC1 (configuration not stated)
  100, 0.0, 2, 27, -7, -5, -4, 1, 0.7, 1
COc1ccc2c(c1)CCc1c(C(=O)N3CCCC3)noc1-2
  97, 0.0, -2, -8, 4, -4, 6, 0, 0.0, -7
O=C(N[C@H]1CCC(=O)N([C@H](CSc2ccccc2)Cc2ccccc2)CC1)OCc1ccccc1
  93, 0.0, 1, 1, -7, -2, -7, 0, -1.9, -5
CC(C)Cn1nc(C(=O)NCc2ccccc2CN2CCCC2)c2ccccc2c1=O
  97, 0.0, 9, 0, -13, 6, 0, 3, -4.2, -4
O=S(=O)(c1ccc(Br)cc1)N1CCCN(Cc2ccccc2F)CC1
  106, 0.2, 0, 2, -7, -7, -1, -1, -0.2, 0
Cc1ccc2[nH]c(=O)c(CN(CCCO)C(C)c3nnnn3Cc3ccco3)cc2c1 (configuration not stated)
  93, 0.0, -2, -5, -4, -7, -2, -7, -2.6, 1
CC(NC(=O)Cn1ccsc1=N)C12CC3CC(CC(C3)C1)C2 (configuration not stated)
  90, 0.7, -3, 0, 14, -4, -2, ?, 2.4, -1
COc1cc(C(=O)OCCc2cc3ccccc3c(=O)o2)cc(OC)c1OC
  98, 1.0, 1, -22, -2, 3, 1, ·, 1.0, 27*

Screening data (PubChem BioAssay)
